Screens (PubChem)
RT RNaseH block: HIV-1 RT RNase H inhibitors, primary screen, biochemical, fluorescence. Gag-Pol polyprotein (Human immunodeficiency virus type 1 group M subtype B (isolate …. RT-RNase H RNA/DNA duplex cleavage. inhibition, % at 10 µM. actives 1.9% (n = 65,000). AID 565, 2006; in the data active = inhibition above about 50%
RmlC RmlD mix: RmlC and RmlD coupled enzyme inhibitors, primary screen, biochemical, 384-well, compound mixtures, retest; RmlC/RmlD coupled enzyme inhibition, 384-well mixture HTS; inhibition, % at 5.5 µM; actives 0.39% (n = 110,000); AID 1532, 2009; in the data active = inhibition above about 30%, passing the limit was not always enough; note: strong numbers were not always called active
Active calls of the source: *; x = not tested or not shown. Not all compounds are listed; count on the stated rates, not on these rows.

SMILES	RT RNaseH block	RmlC RmlD mix
CCCCCC(=O)Nc1ccc(Cc2ccncc2)cc1	x	-9
Cc1ccnc(-n2c(C)cc(C=C3C(=O)N(C)C(=S)N(C)C3=O)c2C)c1	x	7
Cc1cc(C)c2nc(N3CCCC(C(=O)N4CCC(C(N)=O)CC4)C3)sc2c1 (centres undefined)	-10	7
CC(Oc1ccccc1)C(=O)OCC(=O)NC(=O)NCc1ccco1 (centres undefined)	-49	4
CCCCCC/C(=N/O)c1ccccn1	-10	-12
CN(C(=O)c1ccc(C#N)cc1)c1nnc(-c2ccccn2)s1	x	40*
CN(C)c1nc(N)nc(CSc2nnnn2-c2ccccc2)n1	x	7
CCCCC(CC)CNC(=O)CCS(=O)(=O)c1cccc2nsnc12 (centres undefined)	6	-9
CC1CCN(Cc2ccc(NC(=O)CC3Oc4ccccc4NC3=O)cc2)CC1 (centres undefined)	4	9
Cc1ccc(NC(=O)c2cnc3scc(C)n3c2=O)c(C)c1	4	x
COc1ccc(C(=O)C2CCN(S(=O)(=O)c3ccc4c(c3)OCCO4)CC2)cc1	-8	7
Nc1ccn(-c2ccccc2)c(=O)c1	-2	6
CSc1ccccc1NC(=S)Nc1cc(C)cc(C)c1	x	2
Cc1ccc(C(C)n2cc(C(=O)NCc3ccncc3)nn2)cc1 (centres undefined)	-19	-6
CCOCC(=O)Nc1c(C(=O)OCC)oc2ccccc12	-6	12
COc1ccc(CNC(=O)CCc2nc(-c3ccccc3F)no2)c(OC)c1	-48	-15
COc1ccc(C2CC(C(F)(F)F)n3nc(C(=O)O)cc3N2)cc1OC (centres undefined)	4	-5
COc1ccc(OC)c2c(C)cc(N3CCN(C(=O)c4ccc(F)cc4)CC3)nc12	10	-18
O=C1c2ccccc2C(=O)N1CCCOc1ccccc1	-13	-11
O=S(=O)(c1ccc2c(c1)OCCO2)N1CCC(n2nnc3cc(C(F)(F)F)ccc32)CC1	-5	5
Cc1cccc(-n2c(=O)[nH]c3c(C(N)=O)nc(CC(C)C)nc32)c1	-2	-6
c1coc(-c2nnc3sc(-c4cccs4)nn23)c1	17	30
O=C(NCc1ccccc1F)C1CCCN1C(=O)NCc1ccccc1 (centres undefined)	4	11
CC1=NNC(=O)C1C(c1ccccc1)C(C#N)C#N (centres undefined)	x	-8
O=C1NC(=S)SC1=C1CCCCCC1	-17	5
O=C(CSc1nc2ccccc2o1)Nc1ccccc1N1CCOCC1	x	-6
Cn1c2c(c(=O)n(C)c1=O)CN(Cc1ccco1)CN2	-1	-12
O=C(Nc1nc2ccccc2[nH]1)C1CCCO1 (centres undefined)	-2	3
Cc1cc(C(=O)Cn2nnc(-c3ccc(Cl)cc3)n2)c(C)n1CC1CCCO1 (centres undefined)	0	3
COc1ccc(/C=N/Nc2ccc([N+](=O)[O-])cc2)cc1Cn1cc([N+](=O)[O-])cn1	x	10

Copied from the list:
Under RmlC RmlD mix, `COc1ccc(C2CC(C(F)(F)F)n3nc(C(=O)O)cc3N2)cc1OC` (centres undefined) is entered as -5
Under RmlC RmlD mix, `O=S(=O)(c1ccc2c(c1)OCCO2)N1CCC(n2nnc3cc(C(F)(F)F)ccc32)CC1` is entered as 5
Under RmlC RmlD mix, `O=C(CSc1nc2ccccc2o1)Nc1ccccc1N1CCOCC1` is entered as -6
Under RT RNaseH block, `COc1ccc(OC)c2c(C)cc(N3CCN(C(=O)c4ccc(F)cc4)CC3)nc12` is entered as 10
Under RmlC RmlD mix, `COc1ccc(/C=N/Nc2ccc([N+](=O)[O-])cc2)cc1Cn1cc([N+](=O)[O-])cn1` is entered as 10
Under RmlC RmlD mix, `COc1ccc(CNC(=O)CCc2nc(-c3ccccc3F)no2)c(OC)c1` is entered as -15
Under RT RNaseH block, `Cn1c2c(c(=O)n(C)c1=O)CN(Cc1ccco1)CN2` is entered as -1

By substructure: the compounds so far with an aryl thioether with sulfur outside any ring
SMILES	RT RNaseH block	RmlC RmlD mix
CN(C)c1nc(N)nc(CSc2nnnn2-c2ccccc2)n1	x	7
CSc1ccccc1NC(=S)Nc1cc(C)cc(C)c1	x	2
O=C(CSc1nc2ccccc2o1)Nc1ccccc1N1CCOCC1	x	-6

(further entries)
SMILES	RT RNaseH block	RmlC RmlD mix
CCOC(=O)C1C(=O)NC2(C)CC1c1cc(OC)ccc1O2 (centres undefined)	-2	-13
CCn1c(SCC(=O)Nc2cc(C)c(Cl)cc2OC)nnc1-c1ccco1	-10	-14
Clc1ccccc1-c1nc(-c2cccnc2)no1	-49	3
O=C(NCC1CCCO1)c1onc(CSc2ccc(F)c(F)c2)c1C(=O)O (centres undefined)	x	7
Cc1cc2ncn(-c3ncnc4sc(C)c(C)c34)c2cc1C	-53	10
COc1ccc(OC)c(S(=O)(=O)N2CCC(C(=O)Nc3cc(C)ccc3C)CC2)c1	x	8
O=C(C1CC1)N1CCc2cc(S(=O)(=O)N3CCOCC3)ccc21	4	-1
CCOC(=O)c1ccc2c(c1)nc(COc1ccccc1C#N)n2CC	-1	x
CC1=C(C(=O)OC(C)C)C(c2ccc(Br)s2)NC(=O)N1C (centres undefined)	-17	71
O=C(/C=C/c1ccccc1)NC(=S)Nc1ccccc1C(=O)NC1CCCCC1	x	-6
Cc1ccc(CSc2nnc(-c3ccco3)n2N)cc1	3	8
COC(=O)c1ccc(OC)c(CSc2nnc(-c3ccc(C(C)(C)C)cc3)o2)c1	x	3
C=C(C)COc1ccc(-c2[nH]ncc2Oc2cccc(OC)c2)c(O)c1	-28	-4
c1ccc(Sc2ncnc3c2oc2ccccc23)cc1	x	7
O=C(NCc1ccc2[nH]c3c(c2c1)CCCC3)c1ccc(S(=O)(=O)N2CCOCC2)cc1	x	5
CCO[C@@H]1OC(C(=O)O)=C[C@H](c2cn(C(C)=O)c3ccccc23)[C@H]1CCCO	x	-3
CC(C)(C)OC(=O)N1CCC(c2c(C(=O)O)cnn2-c2ccccc2)CC1	-1	-39
Cc1cccc(C)c1NC(=O)C(C)N (centres undefined)	x	-8
Cc1nnc(C)n1N1C(=O)c2cccc3cccc(c23)C1=O	-14	x
O=C(NCCCN1CCOCC1)c1ccc(CNS(=O)(=O)c2ccc(F)cc2)cc1	-7	-46
COc1ccccc1CNC(=O)C1CC(=O)N(c2ccc(C)c(C)c2)C1 (centres undefined)	-80	-11
O=C(c1ccco1)N1CCCC(c2ccccc2)C1 (centres undefined)	-23	15
Cc1ccc(C(=O)c2oc3nc(C)cc(C)c3c2N)cc1	x	1
Cc1cc(C)nc(Sc2c(C)nn(-c3ccccc3)c2C)n1	-13	-11
Cc1ccnc(NC(=O)c2cccs2)c1	x	-33
Cc1ccc(CNC(=O)c2ccc(NS(=O)(=O)c3c(C)noc3C)cc2)cc1	-16	x
O=C1C2CCCN2C(c2cccnc2)N1c1nccs1 (centres undefined)	-10	x
CCN1CCN(CCNC(=O)c2cn(C(C)c3ccccc3F)nn2)CC1 (centres undefined)	28	-11
COCCn1c(=O)[nH]c2cc(C(=O)N3CCN(Cc4ccc5c(c4)OCO5)CC3)ccc2c1=O	-6	x
CN(C)S(=O)(=O)N1CCc2ccccc21	-5	-12
CCOC(=O)C1CN(S(=O)(=O)c2ccc(C)cc2)c2cc(S(=O)(=O)CC)ccc2O1 (centres undefined)	x	-317
Brc1ccc(-c2nnc3n2C2(CCCC2)Cc2ccccc2-3)o1	x	-58
Cc1ccccc1-n1nc2c(c1NC(=O)COc1ccc(Cl)cc1)CS(=O)C2 (centres undefined)	-11	-7
COc1cccc(C2C3=C(CC(C)(C)CC3=O)OC(N)=C2[N+](=O)[O-])c1 (centres undefined)	x	3
O=C(Nc1ccc(CN2CCOCC2)cc1)c1cc2ccccc2o1	-12	6
CC(Sc1nnc(Cc2cccs2)n1C1CCCCC1)C(=O)N1CCc2ccccc21 (centres undefined)	x	30
COc1ccc(Nc2oc(COc3ccc(Cl)cc3)nc2C#N)cc1	-18	-7
O=C(Nc1ccccc1)c1cccc(S(=O)(=O)N2CCCCC2)c1	x	2
CSC(=NCc1cccnc1)NS(=O)(=O)c1cccs1	-7	-1
COc1cc(C(=S)N2CCOCC2)cc(OC)c1OC(=O)c1cc([N+](=O)[O-])c(C)c([N+](=O)[O-])c1	x	-14
CN(CCNC(=O)c1ccc(N2CCCC2=O)cc1)CCc1ccccc1	-3	x
COc1cc(CNCCCN2CCOCC2)cc(Br)c1OCC(=O)N1CCCCC1	x	7
O=C1CC(Sc2ncn[nH]2)C(=O)N1c1ccccc1 (centres undefined)	x	-4
CCC(C)(C)C(=O)Nc1ncc(S(=O)(=O)c2ccc([N+](=O)[O-])cc2)s1	x	-1
COc1ccc(C)cc1NC(=O)CSc1nnc(-c2cc3cccc(OC)c3o2)n1N	-3	25

In a second layout: 4 of the compounds above
The line under a structure holds: RT RNaseH block | RmlC RmlD mix
Cc1ccccc1-n1nc2c(c1NC(=O)COc1ccc(Cl)cc1)CS(=O)C2 (centres undefined)
    -11 | -7
COc1cccc(C2C3=C(CC(C)(C)CC3=O)OC(N)=C2[N+](=O)[O-])c1 (centres undefined)
    x | 3
O=C(Nc1ccc(CN2CCOCC2)cc1)c1cc2ccccc2o1
    -12 | 6
CC(Sc1nnc(Cc2cccs2)n1C1CCCCC1)C(=O)N1CCc2ccccc21 (centres undefined)
    x | 30

Next structures follow:
SMILES	RT RNaseH block	RmlC RmlD mix
O=C(Cc1ccc(Cl)cc1Cl)OCC(=O)c1ccc[nH]1	x	9
CN(C(=O)c1ccccc1Cl)c1ccccc1	-6	7
Cc1ccc(S(=O)(=O)N(C)CC(=O)O/N=C(\N)c2ccc([N+](=O)[O-])cc2)cc1	x	-10
NC(=O)CC(NC(=O)Cc1ccc(Br)cc1)c1ccc(NC2CCCCCC2)c([N+](=O)[O-])c1 (centres undefined)	x	-12
COc1ccc(S(=O)(=O)c2ccc(OC)c(OC)c2)cc1OC	-1	-6
O=c1cc(-c2ccccc2)[nH]c2ccc(F)cc12	x	-17
CCOC(=O)CCn1c(=O)c2c(nc(Br)n2Cc2ccccc2)n(C)c1=O	0	8
CCn1c(Cc2cccn2C)nnc1SCC(=O)c1ccc(C)cc1	5	-1
Cn1c(NC(=O)c2ccc(Cl)cc2)c(-c2ccccn2)c(=O)c2ccccc21	x	-4
CCOC(=O)CC1C(=O)NCCN1Cc1cccc(C(F)(F)F)c1 (centres undefined)	-7	7
COc1cc(C)ccc1OCCCOc1cc(C)ccc1Cl	x	7
Nc1c(C(=O)NCc2ccc(Cl)cc2)sc2nc3c(c(C(F)(F)F)c12)CCC3	x	5
COCCCN(C)C1CCN(C(=O)Nc2ccc(F)cc2)CC1	-4	7
COc1cccc(C(c2nnnn2Cc2ccco2)N2CCN(c3cccc(C)c3C)CC2)c1OC (centres undefined)	16	-9
CC(NC(=O)c1ccnc(C(C)(C)C)c1)c1ccccc1 (centres undefined)	-1	1
COc1ccc(CC(=O)Nc2cccc(/C(C)=N/NC(=O)c3cccc([N+](=O)[O-])c3)c2)cc1	x	-6
Cc1ccc(N=CC2=C(O)CC(c3ccco3)CC2=O)cc1 (centres undefined)	x	-1
O=C(CCNS(=O)(=O)c1ccc(Cl)cc1)N1CCC2(O)CCCCC2C1 (centres undefined)	14	0
CC(=O)NC(=O)c1nnn(Cc2ccccc2)c1NC(C)=O	x	-2
CCOc1cc(CNc2ccc(O)cc2)cc(Br)c1OCc1ccccc1F	x	-9
CN(C)CC[C@@H](c1ccc(Cl)cc1)c1ccccn1	x	7
CCOCCOC(=O)c1ccc(-n2cncn2)nc1	x	-16
O=C(CCCn1c(=S)[nH]c2ccccc2c1=O)NCc1ccco1	-13	-7
Cn1c(C(=O)NCCCN2CCCCCC2)cc2c(=O)n(C)c3ccccc3c21	-4	13
CCOc1cc(C2c3c(n[nH]c3C)C(=O)N2c2ccc(Br)cc2)ccc1O (centres undefined)	10	5
CN1CCc2c(sc3c2C(=O)NC(c2cccs2)N3)C1 (centres undefined)	-6	-9
Cn1ncc(C#N)c1/N=C/N1CCCCC1	-4	7
C(=N\n1cnc2ccccc21)/c1cccnc1	x	-2
Cc1nc2sccn2c1P(c1c(C)nc2sccn12)c1c(C)nc2sccn12	-9	-41
CC(=O)Nc1sc2c(c1C(c1ccc(F)cc1)N1CCOCC1)CCCC2 (centres undefined)	x	-13
Cc1ccc2c(c1)nnn2C1CCN(S(=O)(=O)c2ccc(C(=O)N3C(C)CCCC3C)cc2)CC1 (centres undefined)	-26	x
O=C(NCc1ccccc1)c1noc2c1CCCC2	-10	-10
COc1ccc(S(=O)(=O)N2CCN(CC(=O)Nc3ccc(C)c(F)c3)CC2)cc1	5	-13
O=C(c1cccc(F)c1)N1CCN(Cc2ccco2)CC1	-3	2
O=c1cc(CNC2CCCCC2)c2ccccc2[nH]1	7	-16
CCOC(=O)Cc1csc(NC(=O)C(C)(C)CC)n1	x	6
C[C@H]1CCC[C@@H](O)CCC/C=C/c2cc(O)cc(O)c2C(=O)O1	-17	-5
Cc1cc(NC(=O)CSCCc2ccncc2)no1	-12	x
CC1CCc2c(sc(NC(=O)c3ccc(Cn4cc(Br)cn4)o3)c2C(N)=O)C1 (centres undefined)	89*	-54
O=c1[nH]c2ccccc2n1Cc1ccccc1	x	-6
COC(=O)C1(O)CC(C(C)C)=NN1C(=O)c1ccc(Cl)cc1 (centres undefined)	x	8
OC(Cn1nnc2ccccc21)Cn1c(C(F)(F)F)nc2ccccc21 (centres undefined)	-23	10
COc1ccccc1CNC(=O)Cn1cc2c(n1)CCCC2	-12	-6
O=C(NCc1ccco1)C(=O)NCC1OCCN1S(=O)(=O)c1ccc(F)cc1 (centres undefined)	x	-9
Cc1cccc(C)c1NC(=O)CN(C)CC(=O)Nc1ccc(C#N)c(Cl)c1	x	8
CCCN(CCC)CCCNC(=O)CC(C(=O)N1CCc2ccccc21)n1ccnc1 (centres undefined)	-2	-15
Cc1cc(C)n2nc(C(=O)OCC(=O)c3cc(C)n(C)c3C)nc2n1	2	8
